14-3-3 PPI = modulators of human 14-3-3 gamma - Raf peptide interaction. P61981. FP, 14-3-3gamma / TMR-pS259-Raf peptide binding. inhibition, % at 40 µM. hit rate 0.19% among 160,000. AID 422; in the data active means inhibition above about 30%;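 further: 0% = protein plus tracer without compound and 100% = blank with tracer alone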
Target sequence (P61981 whole entry, looked up): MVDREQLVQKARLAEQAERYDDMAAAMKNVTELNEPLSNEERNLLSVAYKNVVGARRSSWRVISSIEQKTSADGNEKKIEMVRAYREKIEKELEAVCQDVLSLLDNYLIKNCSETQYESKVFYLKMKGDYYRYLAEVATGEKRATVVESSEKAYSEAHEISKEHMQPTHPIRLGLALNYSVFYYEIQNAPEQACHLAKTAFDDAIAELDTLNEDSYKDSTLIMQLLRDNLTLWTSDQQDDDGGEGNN
Numbers without * were called inactive; & = joins results of further samples.

SMILES	14-3-3 PPI
CC(NS(=O)(=O)c1ccccc1)C12CCC3CCC(CC(C3)C1)C2 (stereo unspecified)	-16
O=c1[nH]c(-c2ccc3c(c2)OCO3)cn1-c1ccccc1	-2
CC(=O)Cc1nsc(Nc2ccc(C)c(Cl)c2)n1	-8
C=CCn1c(Cl)cc(=O)n(C)c1=O	-11
Cc1ccc(CCNC(=O)CCc2nc3sc4c(c3c(=O)[nH]2)CCCC4)cc1	-3
COc1ccc(-c2ncncc2-c2csc(C)n2)c(O)c1	-7
CCOC(=O)c1[nH]c(C)c(CN(CCc2ccccc2)S(C)(=O)=O)c1C	0
CCOC(=O)c1cc2sc(C)cc2n1CC(=O)N1CCc2ccccc21	-1
COc1ccc2c(c1)CC(C1(O)C(=O)Nc3ccccc31)C2=O (stereo unspecified)	-7
CC1=C(C(=O)OCCc2ccccc2)C(c2ccc(C)cc2)C2=C(CC(C)(C)CC2=O)N1 (stereo unspecified)	-4
COc1ccc(Cl)c(Cn2c(NCc3ccco3)nc3c2c(=O)n(C)c(=O)n3C)c1	-15
CC1(C)Oc2ccccc2C2CC(c3cccs3)=NN21 (stereo unspecified)	-253
COc1ccc(C2C(C(=O)Nc3ccc(Br)cn3)=C(C)NC3=C2C(=O)CC(C)(C)C3)cc1 (stereo unspecified)	-8
Cc1cc(C(=O)N2CCN(C(=O)C3CCCO3)CC2)no1 (stereo unspecified)	-1
COc1cccc(CNC(=O)c2cnn3c(C)c(Cc4ccc(Cl)cc4)c(C)nc23)c1	-6
Cc1nc2ncnn2c(C)c1Cc1ccc(Cl)cc1	-24
Cc1cccc(C)c1Nc1ccc2nonc2c1[N+](=O)[O-]	-2
Cc1c(C(=O)OC2CCCCC2)[nH]c2c1C(=O)CC(C)(C)C2	-7&-2
Cc1cc(NS(=O)(=O)c2ccc(NC(=O)COc3ccc(C(C)C)cc3)cc2)nc(C)n1	-11
CC(=O)OC(C(=O)n1nc(C)cc1C)c1ccccc1 (stereo unspecified)	-5

Overlap with the part before: 2 entries; new compounds follow.
SMILES	14-3-3 PPI
Cc1cc(NS(=O)(=O)c2ccc(NC(=O)COc3ccc(C(C)C)cc3)cc2)nc(C)n1	-11
CC(=O)OC(C(=O)n1nc(C)cc1C)c1ccccc1 (stereo unspecified)	-5
O=C(Nc1nc2c(s1)CCCC2)c1ccco1	-6
Cc1cccc(N(CC(=O)NCc2ccc(Cl)cc2)S(=O)(=O)c2ccccc2)c1C	4
Cc1ccc(NC(=O)CSc2nnc3c(C)cc4ccccc4n23)cc1	-5
FC(F)Oc1ccc(-c2cc3ccccn3c2)cc1	-57
COc1ccc(C2C(C(=O)Nc3cc(C)ccc3OC)c3ccccc3C(=O)N2C2CCCCC2)cc1 (stereo unspecified)	2
Cc1cc(Br)ccc1NC(=O)c1oc(=O)c2ccccc2c1-c1ccccc1	0
COCCN1C(=O)C2C(C(=O)Nc3cccc(Cl)c3)C3C=CC2(O3)C1C(=O)NC1CCCCC1 (stereo unspecified)	-2
COc1ccc(CNC(=O)N2c3ccccc3Sc3ccccc32)cc1	-7
Cn1c(SCC(=O)NCC2CCCO2)nnc1-c1ccc(S(=O)(=O)N2CCCC2)cc1 (stereo unspecified)	-7
COC(=O)c1cccc(S(=O)(=O)N2CCC(C)CC2)c1	2
COc1ccc(-c2noc(CCC(=O)Nc3ccc(F)cc3)n2)cc1	1
CC1CCc2c(sc3ncn4c(C(C)C)nnc4c23)C1 (stereo unspecified)	3
Cc1c(N=Cc2cc([N+](=O)[O-])cc(Br)c2O)cccc1[N+](=O)[O-]	0
CCOC(=O)c1cc2c(=O)n3ccccc3nc2n(C)c1=NC(=O)c1cccc(Cl)c1	-11
COc1cc(C2C(C(=O)OCC3CCCO3)=C(C)NC3=C2C(=O)CCC3)ccc1OC(C)=O (stereo unspecified)	14
CC(=O)c1c(C)oc2c(Br)cc(NS(=O)(=O)c3ccc4ccccc4c3)cc12	-7
COc1cccc2cc(C(=O)Nc3ccc(I)cc3)c(=O)oc12	1
CCOC(=O)Cn1c(=O)oc2cc(Cl)ccc21	7
CC1(C)CC(=O)C(C=NCc2cccnc2)=C(O)C1	-1
Cc1ccc(C(=O)OC(=Cc2nccn2Cc2ccccc2)c2ccc(C)cc2)cc1	-75

A draw from above in order of count of non-hydrogen atoms, falling.
SMILES	14-3-3 PPI
COc1ccc(C2C(C(=O)Nc3cc(C)ccc3OC)c3ccccc3C(=O)N2C2CCCCC2)cc1 (stereo unspecified)	2
Cc1cc(Br)ccc1NC(=O)c1oc(=O)c2ccccc2c1-c1ccccc1	0
COc1ccc(-c2noc(CCC(=O)Nc3ccc(F)cc3)n2)cc1	1
COC(=O)c1cccc(S(=O)(=O)N2CCC(C)CC2)c1	2
Cc1nc2ncnn2c(C)c1Cc1ccc(Cl)cc1	-24
O=C(Nc1nc2c(s1)CCCC2)c1ccco1	-6

Continued.
SMILES	14-3-3 PPI
CC(=O)N1CCc2cc(S(=O)(=O)NC(C(=O)Nc3cc(C)ccn3)C(C)C)ccc21 (stereo unspecified)	-8
COc1ccc(C(=O)Nc2ccc(O)c(-c3nc4cc(C)ccc4o3)c2)cc1Br	4
CCOC(=O)C1CCN(C(=O)c2sc3nc(C)nc(N4CCC(C)CC4)c3c2C)CC1	6
Cc1cc(NC2CCCCC2)n2c(nc3ccccc32)c1C#N	-218
CCOC(=O)C(CCCOc1cccc(OC)c1)C(=O)OCC	1
Cc1ccc(Nc2c(-c3ccc(O)cc3)nc3ccc(Br)cn23)cc1	-7
CCOC(=O)C1CCN(S(=O)(=O)Cc2ccccc2)CC1	-2
Cn1c(SCC(=O)NCc2ccc3c(c2)OCO3)nc2scc(-c3cccs3)c2c1=O	-26
CN(C)CCNC(=O)C1c2ccccc2C(=O)N(C)C1c1c[nH]c2ccccc12 (stereo unspecified)	1
CN1CCN(C2CCN(S(=O)(=O)c3ccc(F)cc3)CC2)CC1	0
CCOC(=O)c1ccc(N=C2SC(C(=O)Nc3ccc(OC)cc3)CC(=O)N2C)cc1 (stereo unspecified)	-2
Clc1ccc2nc(N3CCCCC3)sc2c1	-6
COCCn1c(=O)[nH]c2cc(C(=O)NCCC(C)C)ccc2c1=O	-1
CC(C)NC(=O)c1ccc(CSCc2ccc(Cl)cc2)o1	-8
N#Cc1ccccc1NC(=O)CSc1nnc(-c2ccccc2)n1-c1ccccc1	-17
O=C1c2ccccc2C(=O)N1CC(=O)N(c1ccccc1)c1ccccc1	3
Cc1ccccc1OCC(=O)OC(C)CN1CCN(C)CC1 (stereo unspecified)	-6
CC1CCN(C(=O)c2cc3c(=O)n(C)c4cc(Cl)ccc4c3s2)CC1	-3
c1ccc(Cn2nnnc2C(c2cccs2)N2CCc3ccccc3C2)cc1 (stereo unspecified)	-5
COC(=O)c1ccc(S(=O)(=O)N2C3CCC2CC(NC(=O)NC2CCCCC2)C3)cc1 (stereo unspecified)	1
CCOc1ccc(/C(O)=C2\C(=O)C(=O)N(c3nnc(C)s3)C2c2ccc(C(C)(C)C)cc2)cc1 (stereo unspecified)	-7
COC(=O)C1=C(C)NC2=C(C(=O)CCC2)C1c1ccc(O)c([N+](=O)[O-])c1 (stereo unspecified)	-3
CC1=C(C(=O)OCc2ccc(C)cc2)C(c2ccccc2Cl)NC(=O)N1 (stereo unspecified)	-1
CC(=O)C12CC3CC(C1)CC(C(C)=O)(C3)C2	5
O=C(c1ccc(S(=O)(=O)N2CCOCC2)cc1)N1CCc2ccccc2C1	-7
O=C(O)CCCC(=O)NCc1ccccn1	1&6
Cn1c(SCc2ccccc2Br)nnc1-c1ccc([N+](=O)[O-])cc1	-3
COc1ccc(-n2c(C)nc3cc(C(=O)NCCN4CCOCC4)ccc32)cc1	-70
CCN(CC)c1ccc(Nc2nc(-c3ccc(O)cc3O)cs2)cc1	-3
Cc1ccc(-c2nnc(SCC(=O)N3CCCCC3)o2)cc1	-5
NS(=O)(=O)c1ccc(NC(=O)CN2CCN(S(=O)(=O)c3ccc(Cl)cc3)CC2)cc1	-10
CC1(C)Cc2nc3sc4c(SCC(=O)c5ccc(Br)cc5)ncnc4c3cc2CO1	-86
Cc1oc(-c2cccc(Br)c2)nc1CN1CCC(C(=O)NCc2ccc(Cl)cc2)CC1	0
Cc1ccc(N2C(=O)c3ccccc3C2=O)cc1I	2
O=C(CSc1ncnc2ccccc12)c1ccccc1	-5
COc1cc2c(cc1OC)C(C(=O)NCCN1CCOCC1)C1c3ccccc3CCN1C2=O (stereo unspecified)	-1
Clc1ccc2c(Cl)c3c(nc2c1)CCCC3	-2
CC1CC(C)CN(C(=O)Cn2ccc3ccccc3c2=O)C1 (stereo unspecified)	17
CC(=O)Nc1c(C(=O)N2CCN(c3ncccn3)CC2)cnn1-c1ccccc1Cl	9
CCN1CCC2(CC1)CC1CC3C=CC1(CN2C(C)=O)O3 (stereo unspecified)	-9

Pulled one by one from the entries so far:
SMILES	14-3-3 PPI
CC1CCc2c(sc3ncn4c(C(C)C)nnc4c23)C1 (stereo unspecified)	3
Cc1cc(NC2CCCCC2)n2c(nc3ccccc32)c1C#N	-218

Other compounds:
SMILES	14-3-3 PPI
CC1CN(C(=O)CSc2nnc(-c3ccncc3)n2-c2ccccc2)CC(C)O1 (stereo unspecified)	6
O=C(Nc1ccc(CN2CCOCC2)cc1)c1cccc(F)c1	-5
CC(=O)N1CCc2cc(S(=O)(=O)NC3CCCc4ccccc43)ccc21 (stereo unspecified)	-9
Cc1ccc(N2C(=O)CC(Sc3nnc(C)s3)C2=O)c(C)c1 (stereo unspecified)	-10
COc1ccc(-n2nc(C(=O)NCC(=O)Nc3ncccc3C)c3ccccc3c2=O)cc1	-4
CCCc1cc(NCCN2CCOCC2)n2c(nc3ccccc32)c1C#N	-10&-26
S=c1[nH]cnc2scc(-c3ccccc3)c12	-5
O=C(c1ccccc1)N1CCN(C(=O)c2ccccc2Br)CC1	-1
COc1ccc(OC)c(NC(=O)c2cc(S(=O)(=O)N(C)Cc3ccccc3)ccc2F)c1	-26
CCSc1oc(-c2ccccc2)nc1S(=O)(=O)c1ccc(Br)cc1	-68
O=C1CCSc2ccc3ccccc3c21	-4
O=C(NCc1ccc(F)cc1)c1nn2c(c1Cl)NC(c1ccco1)CC2C(F)(F)F (stereo unspecified)	-6
CCN(CC)S(=O)(=O)c1cccc(-c2nnc(SCC(N)=O)n2CCc2ccccc2)c1	-5
Cc1ccc(S(=O)(=O)CC(=O)N2CCCC2)cc1	-3
CCOc1ccc2c(c1)nc1n2C(=O)CC(c2ccccc2)S1 (stereo unspecified)	8
Cc1ccc(S(=O)(=O)N2CCN(Cc3cccc(Oc4ccccc4)c3)CC2)cc1	-5
CCCCOc1ccc(C(=O)Nc2ccc(-c3nc4ccccc4[nH]3)cc2)cc1	1
COc1ccc2nc3sc(C(=O)N(C)c4ccc(Cl)cc4)cc3cc2c1	-5
CCc1ccc(NC(=O)C2CCC(CNS(=O)(=O)c3cccs3)CC2)cc1 (stereo unspecified)	-11
O=C(Nc1ccc(O)cc1)c1ccc(C(=O)c2ccccc2)o1	-4
COCCOC(=O)c1c(C)oc2ccc(NS(=O)(=O)c3ccc(C(=O)O)cc3)cc12	-5
CCCn1c(=NC(=O)c2ccccc2OC)c(C(=O)OCC)cc2c(=O)n3ccccc3nc21	-48
CCC1(CC)C(=O)NC(=O)NC1=NCCc1ccc(O)cc1	-9
CCn1cc(Br)c(C(=O)Nc2cccc(Cl)c2)n1	-3
COc1ccc2[nH]c(O)c(NC(C)=O)c2c1	-3&0
Cc1ccc(-c2nnn(CC(=O)N3CCN(c4ccccc4)CC3)n2)o1	-6
COc1ccc(C2/C(=C(\O)c3ccccc3)C(=O)C(=O)N2c2ccc(C)c(Cl)c2)cc1OC (stereo unspecified)	-8
FC(F)(F)c1cc(C=Cc2ccccc2)no1	2
Cc1cccc(NS(=O)(=O)c2ccc3c(c2)CCN3C(=O)C2CCC2)c1	-7
C=CCNc1ccc(N2C(=O)CCC2=O)cc1[N+](=O)[O-]	-5
CCOC(=O)/C(C#N)=C1/SC(CCO)C(=O)N1c1ccccc1 (stereo unspecified)	-7
COc1cc(NC(=O)C2CCCCN2)ccc1OCC(C)C (stereo unspecified)	-8
O=C(Nc1ccc(Cc2ccncc2)cc1)C1CCC(N2C(=O)C3CCCCC3C2=O)CC1 (stereo unspecified)	-8
COc1ccc(NS(=O)(=O)c2cc(OC)ccc2NC(=O)c2cc(C)oc2C)cc1	-11
Cc1cc(NC(=O)CCC(=O)N(CCC(C)C)C(C(=O)NC2CCCC2)c2cccnc2)no1 (stereo unspecified)	-5
O=[N+]([O-])c1ccc(-n2nc(-c3ccco3)cc2-c2ccccc2)cc1	-23
N#Cc1cc(-c2ccccc2C(F)(F)F)no1	7
O=S(=O)(Nc1ccccc1Br)c1cccnc1	0
COc1nnc(-c2ccc(C)c(S(=O)(=O)NCCO)c2)c2ccccc12	-5&-6
CC(C)(C)c1ccc(-c2nc3cc(NC(=O)c4cccc([N+](=O)[O-])c4)ccc3o2)cc1	-22
CC(=O)c1ccc(NC(=S)Oc2ccc(C(=O)Nc3cccc(Br)c3)cc2)cc1	-6
Cc1c(C(=O)N2CCN(C)CC2)sc2ncnc(N3CCc4ccccc4C3)c12	-155
O=C(CSc1nc2ccccc2c(=O)n1CC1CCCO1)NC1CCCC1 (stereo unspecified)	3
CC(C)(C)NS(=O)(=O)c1ccc(NS(=O)(=O)c2ccc(F)cc2)cc1	-5
Cc1ccc(NC(=O)CC2Nc3ccccc3NC2=O)cc1 (stereo unspecified)	0
CC(C)(C)C1CCc2c(sc(NC(=O)c3ccc(Cl)cc3)c2C(=O)NCc2ccco2)C1 (stereo unspecified)	-13
COc1cccc(CN2C(=O)CCC2(C)C(=O)NC2CCCCCC2)c1 (stereo unspecified)	-2
Cc1ccc2cc3cc(C(=O)NC4CCCC4)oc3nc2c1	13
O=C(CC1C(=O)Nc2ccccc2N1C(=O)c1ccc(Br)cc1)Nc1ccc([N+](=O)[O-])cc1 (stereo unspecified)	-2

3 consecutive entries from above:
SMILES	14-3-3 PPI
COc1cccc(CN2C(=O)CCC2(C)C(=O)NC2CCCCCC2)c1 (stereo unspecified)	-2
Cc1ccc2cc3cc(C(=O)NC4CCCC4)oc3nc2c1	13
O=C(CC1C(=O)Nc2ccccc2N1C(=O)c1ccc(Br)cc1)Nc1ccc([N+](=O)[O-])cc1 (stereo unspecified)	-2

Source: PubChem

This is a subset, so the mix of outcomes need not match the whole.
